Screening results deposited in PubChem by National Center for Advancing Translational Sciences (NCATS).
Pin1 inh = qHTS Assay to Find Inhibitors of Pin1; Peptidyl-prolyl cis-trans isomerase NIMA-interacting 1 (Homo sapiens), Q13526; Pin1 FP peptide displacement, HiFluor488, 10 min; Potency, µM (titrated, usually from 115 µM), for the others: at the top dose activity, negative = inhibition, usual class: inhibitors; actives 0.009% (n = 390,000); AID 504891, 2011; active = well fitted inhibition curve with a large enough effect in the polarisation, with a control signal flat, not every such curve was filed as active; inconclusive = small, poorly fitted or top-dose-only effect, or effect the other way, or a change in a side signal; inactive = no such curve, though single readings can be large or run the other way; the % refers to the polarisation; note: % is set by controls: 0 for no effect and ±100 for the full control effect
GLS inh = qHTS for Inhibitors of Glutaminase (GLS) | Glutaminase kidney isoform, mitochondrial (Homo sapiens), O94925 | GLS enzymatic activity, qHTS titration | Potency, µM (top dose mostly 45.5 µM), for inactives: top-dose activity change, negative = inhibition, usual class: inhibitors | actives 0.21% (n = 410,000) | AID 624170, 2012; note: % is set by controls: 0 for no effect and ±100 for the full control effect
Target sequence (O94925 whole entry, looked up, canonical isoform): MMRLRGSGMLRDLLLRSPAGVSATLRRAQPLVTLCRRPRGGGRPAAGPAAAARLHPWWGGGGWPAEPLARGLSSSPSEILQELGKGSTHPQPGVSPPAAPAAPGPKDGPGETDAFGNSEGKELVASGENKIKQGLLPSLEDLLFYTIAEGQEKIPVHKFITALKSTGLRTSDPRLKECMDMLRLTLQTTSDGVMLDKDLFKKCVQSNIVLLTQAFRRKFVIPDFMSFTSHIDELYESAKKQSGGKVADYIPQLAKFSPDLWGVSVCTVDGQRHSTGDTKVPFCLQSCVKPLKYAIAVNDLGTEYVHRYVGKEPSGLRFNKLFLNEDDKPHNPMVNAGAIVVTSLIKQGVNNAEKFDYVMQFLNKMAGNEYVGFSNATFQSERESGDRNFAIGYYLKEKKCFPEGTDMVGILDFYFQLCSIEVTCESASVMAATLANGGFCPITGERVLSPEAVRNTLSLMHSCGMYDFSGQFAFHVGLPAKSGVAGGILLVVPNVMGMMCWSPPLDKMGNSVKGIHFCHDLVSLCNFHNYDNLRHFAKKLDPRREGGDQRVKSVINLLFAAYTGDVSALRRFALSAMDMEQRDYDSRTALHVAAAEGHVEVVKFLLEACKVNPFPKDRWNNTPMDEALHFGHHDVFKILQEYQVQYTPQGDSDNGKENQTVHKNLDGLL
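Read-out is an Amplex red fluorescence increase coupled through glutamate oxidase and HRP, measured before and after 30 min room-temperature incubation. hKGA is in 45 mM KH2PO4 (pH 8.2) with 0.02% Tween-20; glutamine added as 1mM solution.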
PGK inhibitor = qHTS Assay to Find Inhibitors of Phosphoglycerate Kinase; AID 602233, 2012; Potency, µM (doses to about 57.5 µM), inactives show at the highest dose activity change, negative = inhibition, actives largely listed as inhibitors; actives 0.043% (n = 380,000); Phosphoglycerate kinase, glycosomal (Trypanosoma brucei brucei), P07378; PGK/GAPDH coupled, Kinase-Glo luminescence, 60 min; note: % is set by controls: 0 for no effect and ±100 for the full control effect; nearly all actives have a fitted effect of over 60% in size
Target sequence (P07378 whole entry, looked up): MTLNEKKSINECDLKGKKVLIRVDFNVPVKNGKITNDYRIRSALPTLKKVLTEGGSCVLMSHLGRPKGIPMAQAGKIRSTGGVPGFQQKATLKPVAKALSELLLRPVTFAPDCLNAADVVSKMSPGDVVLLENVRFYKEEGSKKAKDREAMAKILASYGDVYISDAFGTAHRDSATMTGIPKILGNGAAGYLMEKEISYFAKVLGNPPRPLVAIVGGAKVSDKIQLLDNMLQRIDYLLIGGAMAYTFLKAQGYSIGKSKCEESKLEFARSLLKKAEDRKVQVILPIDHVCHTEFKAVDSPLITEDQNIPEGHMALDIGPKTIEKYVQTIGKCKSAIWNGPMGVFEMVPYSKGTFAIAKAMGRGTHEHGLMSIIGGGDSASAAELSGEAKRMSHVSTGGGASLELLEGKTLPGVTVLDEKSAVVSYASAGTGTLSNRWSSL
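Recombinant glycosomal PGK reaction used 1,3-bisphosphoglycerate generated in-well by GAPDH (100nM final) in 100mM TEA pH 7.6, 5mM MgCl2, 0.01% Tween-20. After 60 minutes at room temperature, ATP was read by Kinase-Glo Plus luminescence end-point.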
G9a block = qHTS Assay for Inhibitors of Histone Lysine Methyltransferase G9a. Potency, µM (doses to about 102 µM), for the others: top-dose activity, negative = inhibition, hits mostly inhibitors. G9a H3K9 monomethylation, AlphaScreen, 2 h. actives 8.8% (n = 350,000). AID 504332, 2011; note: % is set by controls: 0 for no effect and ±100 for the full control effect; nearly all actives have a fitted effect of over 75% in size
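Readings reflect AlphaScreen signal from monomethyl-H3K9 antibody detection. HMT at 20 nM; substrate b-H3K9 500 nM; cofactor SAM 20 uM; 2 h RT reaction; compounds tested as titrations in qHTS with 15 min preincubation.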
BLM helicase inh = qHTS Assay for Inhibitors of Bloom's syndrome helicase (BLM); recombinant BLM DNA unwinding, fluorescence dequenching; RecQ-like DNA helicase BLM (Homo sapiens), P54132; actives 0.2% (n = 350,000); Potency, µM (series often up to 56.1 µM), for inactives: top-dose activity change, negative = inhibition, hits mostly inhibitors;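 note: plate controls were vehicle for no effect and no enzyme for full effect; nearly all actives have a fitted effect of over 35% in size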
JMJD2A Tudor inh = qHTS Assay for Inhibitors of JMJD2A-Tudor Domain. AlphaScreen JMJD2A-Tudor / H3K4me3 peptide binding. Potency, µM (series often up to 114 µM), inactives show top-dose activity change, negative = inhibition, hits mostly inhibitors. AID 504339, 2011. Lysine-specific demethylase 4A (Homo sapiens), O75164. actives 4.4% (n = 390,000); note: % is set by controls: 0 for no effect and ±100 for the full control effect; nearly all actives have a fitted effect of over 50% in size
BAZ2B inh = qHTS Assay for Inhibitors of BAZ2B. Bromodomain adjacent to zinc finger domain protein 2B (Homo sapiens), Q9UIF8. AlphaScreen BAZ2B-H3K14Ac peptide displacement. Potency, µM (highest dose often 114 µM), inactives show top-dose activity change, negative = inhibition, most hits filed as inhibitors. actives 4.4% (n = 360,000). AID 504333, 2011; note: % is set by controls: 0 for no effect and ±100 for the full control effect; nearly all actives have a fitted effect of over 60% in size
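AlphaScreen luminescence quantifies BAZ2B engagement of H3K14Ac peptide; the protein and biotinylated peptide are both at 50 nM final, buffer PBS pH 7.4 with 0.01% Tween-20, all steps at room temperature.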
HP1b binding inh = HTS for Inhibitors of HP1-beta Chromodomain Interactions with Methylated Histone Tails; AlphaScreen HP1-beta / biotin-H3K9me3 peptide binding; Potency, µM (titrated, usually from 114 µM), without a hit: at the highest dose activity change, negative = inhibition, hits mostly inhibitors; actives 0.56% (n = 390,000); note: nearly all actives have a fitted effect of over 70% in size; inactives centre near 23
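HP1-beta protein (50 nM final) preincubated 30 min at room temperature with biotinylated H3(1-18)K9me3 peptide (50 nM) in PBS pH 7.4, 0.01% Tween-20, then compound added for 30 min. AlphaScreen streptavidin donor/nickel chelate acceptor beads (10 ug/mL final), 30 min dark, luminescence read.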
POLI inh = qHTS for Inhibitors of Polymerase Iota. DNA polymerase iota (Homo sapiens), Q9UNA4. Potency, µM (series often up to 115 µM), without a hit: at the highest dose activity, negative = inhibition, usual class: inhibitors. Pol iota fluorescent replication assay, 10 min. AID 588590, 2011. actives 1% (n = 390,000)
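Fluorescent replication assay read twice, at 0 min and 10 min after adding 50 nM (final) substrate. Enzyme (10 nM) and compounds were first incubated 15 min at room temperature; enzyme-free buffer wells were negative controls.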
Numbers without * were called inactive; i = inactive; ? = inconclusive; · = no result given; [ ] = remark or other dose. Unless noted, calls come from the whole dose curve; as a rule, active = well fitted curve in the direction sought with a large enough effect; inconclusive = small, poorly fitted or top-dose-only effect, or another doubt; inactive = no such curve, though single readings can be large; an effect the other way counts as inactive or inconclusive. Potency is the fitted concentration of half-maximal effect. The list is partial. The share of hits here may be higher or lower than overall.

Pin1 inh	GLS inh	PGK inhibitor	G9a block	BLM helicase inh	JMJD2A Tudor inh	BAZ2B inh	HP1b binding inh	POLI inh	canonical_smiles
2%	2%	-2%	?	1%	?	10%	57%[activator]	9%	COc1ccc(N2C(=O)C3CCCN3C2c2cc(OC)c(OC)c(OC)c2)cc1 (centres undefined)
-1%	3%	12%	60%[activator][59 µM]	-4%	?	16%	-15%[57 µM]	5%	CCc1ccc(NC(=O)CSc2nccn2-c2ccc(F)cc2)cc1
0%	22%	-6%	5%[2.33 µM]	-3%	-12%	-6%	75%[activator]	0.89µM*	Cc1ccc(/C=N/Nc2nncn2N)cc1
-1%	4%	0%	-13%	-1%	-23%	14%	16%	2%	Cc1cccc(NC(=S)N/N=C/c2ccc3c(c2)OCO3)c1
3%	0%	i	-1%[59 µM]	-4%	-5%	-8%	9%	38%[activator]	Cc1oc2ccc(NS(=O)(=O)c3ccccc3)cc2c1C(=O)Nc1ccccc1
20%	4%	-2%	-44%	-3%	?	-6%	-34%	171%[activator]	N#CCC(=O)N/N=C/c1cc(-c2ccccc2)n(-c2ccc(Cl)cc2)c1-c1ccccc1
-4%	12%	-9%	·	·	-18%	·	41%	4%	O=S(=O)(c1cccc(-c2n[nH]c(=S)n2-c2ccc(OC(F)(F)F)cc2)c1)N1CCOCC1
5%	9%	-1%	-30%	-4%	-11%	4%	30%	7%	O=C(NC(=S)NC1CCCCCCCCCCC1)c1cccnc1
6%	-12%	-2%	-6%	-1%	-35%	-38%	-6%	8%	Oc1ccccc1-c1cncn1Cc1ccccc1
2%	10%	3%	·	1%	-22%	12%	6%	28%	Cc1ccc(CN2CCN(Cc3cccn3-c3nccs3)CC2CCO)cc1 (centres undefined)
2%	17%	i	-8%	2%	-24%	-7%	7%	?	COc1cccc(C2CC(c3ccccc3OC)n3nc(N)nc3N2)c1 (centres undefined)
-2%	2%	i	2%[59 µM]	-1%	-14%	6%	15%	21%	Cc1ccc(NC(=O)COC(=O)c2ccc(OCc3c(C)noc3C)cc2)cc1S(=O)(=O)N1CCOCC1
1%	4%	-6%	-40%	·	-17%	9%	1%	-22%	Cc1csc(=O)n1CCC(=O)OCc1nnc(-c2ccc(Cl)cc2)o1
-4%	1%	-9%	-11%	-3%	-15%	3%	22%	-15%	COc1cc(OC)cc(C(=O)NCC(=O)Nc2ccc(OC)c(Cl)c2)c1
2%	3%	-8%	-27%[59 µM]	0%	-7%	-14%	36%	30%[activator]	CCCCN(CC)CCNC(=O)c1nn(C)c2c1CS(=O)(=O)c1ccccc1-2

Going on with the list:
Pin1 inh	GLS inh	PGK inhibitor	G9a block	BLM helicase inh	JMJD2A Tudor inh	BAZ2B inh	HP1b binding inh	POLI inh	canonical_smiles
32%[activator]	1%	2%	-19%[12.7 µM]	-2%	-13%	-19%	23%	20%	NC(=O)CC(NC(=O)Cc1ccc(Br)cc1)c1ccc(NCc2cc(F)ccc2F)c([N+](=O)[O-])c1 (centres undefined)
2%	0%	-3%	?	1%	-11%	0%	29%	30%[activator]	O=C(Nc1nccs1)c1ccc(Br)o1
?	-15%	i	-4%[59 µM]	-21%	-13%	-1%	10%	-16%	COc1ccc(/C=C2/C(=O)N(c3nc4ccccc4s3)N=C2CSc2ccc(Cl)cc2)cc1
8%	-10%	2%	-2%	-5%	-1%	2%	12%	98%[activator]	COc1cc(/C=C2\SC(=S)N(CCC(=O)NCCc3ccccc3)C2=O)cc(OC)c1OC
3%	10%	-7%	21%[12.7 µM]	-2%	-6%	-3%	21%	7%	O=C(CSc1nc2cc(Cl)ccc2o1)N1CCOCC1
23%	1%	5%	·	-11%	-19%	-11%	21%	59%[activator]	C(=C\N1CCCCCC1)/c1nnnn1-c1ccc(-c2ccccc2)cc1
-2%	37%[activator]	-1%	-4%	-12%	-15%	-9%	-3%	-23%	CN(C)c1ccc(C2Nc3ccccc3C(=O)N2NS(C)(=O)=O)cc1 (centres undefined)
-2%	5%	7%	10µM*	-3%	-9%	-4%	3%	?	Clc1ccc2c(c1)-c1nnc(Br)n1-c1ccccc1S2
0%	8%	5%	23%[12.7 µM]	·	-5%	24%	21%	24%	CN(C(=O)CN1C(=O)NC2(CCc3ccccc32)C1=O)C1CCS(=O)(=O)C1 (centres undefined)
-2%	-24%	·	?	0%	40µM*	?	?	-4%	COc1ccc(CCNc2ccc(C)cc2)cc1
?	5%	-29%	·	·	?	·	2%	18µM*	COC1=C(N)C(=O)c2nc(C)ccc2C1=O
-6%	2%	0%	11%[0.501 µM]	·	-11%	9%	20%	63%[activator]	COc1ccccc1C(=O)COC(=O)CSC(C)C(=O)Nc1cc(C)on1 (centres undefined)
3%	5%	-4%	·	-3%	-12%	-11%	5%	-7%	Cc1cc(C)cc(-n2ncc3c2CCCC3NC(=O)c2cc(C)[nH]n2)c1 (centres undefined)
5%	16%	0%	38%[activator][59 µM]	·	-11%	-5%	23%	8%	C[N+](C)(C)CC=O
-7%	4%	-10%	·	·	?	·	?	8%	C=CCn1c(C)cc(C(=O)COC(=O)CCc2cc(OC)c(OC)c(OC)c2)c1C

Further compounds follow:
Pin1 inh	GLS inh	PGK inhibitor	G9a block	BLM helicase inh	JMJD2A Tudor inh	BAZ2B inh	HP1b binding inh	POLI inh	canonical_smiles
7%	14%	i	2%[12.7 µM]	0%	2%	-1%	48%	16%	COc1ccc(-c2cc(C(F)F)nc(-n3nc(C)cc3C)n2)cc1
4%	-5%	-9%	0%	-7%	-6%	0%	31%	?	CSc1ncc(C(=O)Nc2cccnc2)c(C(F)(F)F)n1
-3%	-6%	-8%	-23%[59 µM]	-8%	-11%	-21%	27%	-5%	Cc1ccccc1Nc1nc(N)nc(COC(=O)C2CCCCC2)n1
7%	-2%	-9%	-20%[59 µM]	-8%	-23%	?	0%[57 µM]	-19%	COc1ccccc1Cc1nc2ccccc2nc1SCC(=O)N1CCN(c2ccccc2)CC1
-1%	8%	-5%	40µM*	-9%	-6%	-23%	44%[activator]	-8%	CCSC1(SCC)N=C(N)C2(C#N)C(c3ccc(F)cc3)C12C#N (centres undefined)
10%	0%	i	0%[59 µM]	-3%	-11%	1%	29%	-14%	CSc1ncc(C(=O)NCc2cccc(Br)c2)c(-c2ccccc2)n1
1%	-16%	i	?	4%	13µM*	-36%	-27%	7%	CC1CC(C)CN(CCOc2ccccc2-c2ccccc2)C1 (centres undefined)
-1%	10%	-1%	·	·	-4%	·	37%	-5%	O=C(CCCOc1ccccc1)Nc1ccc(Br)cc1
7%	67%[activator]	-1%	22µM*	-13%	-2%	12%	35%	-12%	CCOc1ccc(S(=O)(=O)Nc2ccc(O)c(Sc3ncn[nH]3)c2)cc1
1%	2%	0%	-47%	-4%	-26%	-10%	15%	4%	CCOC(=O)C1CCN(C(=O)c2cc3c(-c4ccc(OC)c(OC)c4)nn(C)c3s2)CC1
2%	·	1%	8%[12.7 µM]	1%	9%	-2%	30%[activator]	7%	Cc1ccc2c(c1)N(CCC(=O)NCCN1CCOCC1)C(=O)CO2
-1%	-2%	-10%	-5%	-6%	8%	-2%	45%[activator]	-10%	CCOc1cc(CNC2CCCC2)cc(Cl)c1OCc1ccccc1
17%	-11%	-2%	14%[59 µM]	-8%	-11%	-14%	0%	6%	CCn1nc(C)c2c(-c3ccccc3)cc(=O)n(C(C)C(=O)Nc3cc(C)ccc3C)c21 (centres undefined)
-2%	1%	i	·	·	21%	·	69%[activator]	3%	O=C(COC(=O)c1cc(Cl)ccc1O)Nc1cc(C(F)(F)F)ccc1N1CCOCC1
-7%	-1%	0%	-32%	-4%	-26%	-36%	14%	48%[activator]	Cc1cc(C(=O)C(=O)N(C)C)c(C)n1-c1ccc(Cl)cc1

Some of these compounds in order of the HP1b binding inh value, largest number first:
molecule | Pin1 inh | GLS inh | PGK inhibitor | G9a block | BLM helicase inh | JMJD2A Tudor inh | BAZ2B inh | HP1b binding inh | POLI inh
O=S(=O)(c1cccc(-c2n[nH]c(=S)n2-c2ccc(OC(F)(F)F)cc2)c1)N1CCOCC1 | -4% | 12% | -9% | · | · | -18% | · | 41% | 4%
CSc1ncc(C(=O)Nc2cccnc2)c(C(F)(F)F)n1 | 4% | -5% | -9% | 0% | -7% | -6% | 0% | 31% | ?
CCOC(=O)C1CCN(C(=O)c2cc3c(-c4ccc(OC)c(OC)c4)nn(C)c3s2)CC1 | 1% | 2% | 0% | -47% | -4% | -26% | -10% | 15% | 4%
CCn1nc(C)c2c(-c3ccccc3)cc(=O)n(C(C)C(=O)Nc3cc(C)ccc3C)c21 (centres undefined) | 17% | -11% | -2% | 14%[59 µM] | -8% | -11% | -14% | 0% | 6%

Other entries follow.
Pin1 inh	GLS inh	PGK inhibitor	G9a block	BLM helicase inh	JMJD2A Tudor inh	BAZ2B inh	HP1b binding inh	POLI inh	canonical_smiles
34%[activator]	-17%	-4%	-6%	-13%	-15%	-3%	48%[activator]	31%[activator]	CC(C)COc1cccc(-c2cc(C(=O)Nc3ccon3)c3ccccc3n2)c1
-1%	-6%	-8%	-5%[59 µM]	1%	-15%	-2%	8%[57 µM]	-11%	COc1ccccc1N1CCN(S(=O)(=O)CCNC(=O)Cc2ccc(Cl)cc2)CC1
?	-14%	i	?	0%	?	-11%	-12%	?	COC(=O)C1=C(O)/C(=C\c2ccc(CNS(=O)(=O)c3ccccc3)o2)N=C1C
2%	?	3%	15%[59 µM]	0%	?	-1%	?	?	CN1C(=O)NC2(O)C(=O)c3ccccc3C12O (centres undefined)
